Screens from PubChem.
M5 ag – CHRM5 agonism in calcium assay | CHO-K1 hM5 cells, Fluo-8 calcium fluorescence; 0% DMSO wells, 100% maximal acetylcholine response | activation, % at 3 µM | hit rate 0.19% among 360,000 | AID 624037;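 active means activation above the run's mean over test compounds plus 3 SD, cut at about 23% in these data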;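 further: signal is peak over basal fluorescence ratio across the kinetic read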
Target sequence (P08912 whole entry, looked up): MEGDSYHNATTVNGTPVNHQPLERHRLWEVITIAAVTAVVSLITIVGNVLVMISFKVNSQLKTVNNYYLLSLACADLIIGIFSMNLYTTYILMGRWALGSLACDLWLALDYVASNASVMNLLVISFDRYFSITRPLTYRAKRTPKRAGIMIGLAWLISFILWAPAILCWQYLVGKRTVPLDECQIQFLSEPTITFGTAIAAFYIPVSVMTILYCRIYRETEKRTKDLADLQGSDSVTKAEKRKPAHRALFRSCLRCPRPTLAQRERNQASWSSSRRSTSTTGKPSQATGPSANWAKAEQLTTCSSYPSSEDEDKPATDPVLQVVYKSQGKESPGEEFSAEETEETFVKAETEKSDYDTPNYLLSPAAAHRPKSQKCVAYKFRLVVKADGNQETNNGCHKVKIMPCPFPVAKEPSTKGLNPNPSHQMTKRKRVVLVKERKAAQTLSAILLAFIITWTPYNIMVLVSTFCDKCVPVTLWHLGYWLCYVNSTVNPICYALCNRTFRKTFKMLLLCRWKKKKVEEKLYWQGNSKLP
CHRM4 PAM – CHRM4 positive allosteric modulation | activation, % at 3 µM | CHO-K1 hM4/Gqi5, Fluo-8 calcium fluorescence, ACh EC20; 0% = ACh EC20, 100% = maximal ACh | hit rate 0.4% among 360,000 | AID 624126 | P08173;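 active means activation above its plate's cutoff, the mean activation of sample wells plus 3 SD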; further: some results filed as inactive read as strong as hits
CRFBP-R2 agonist – agonists of human CRF-binding protein/CRF-R2 receptor complex; HEK293 CRF-R2/CRF-BP, calcium dye fluorescence (FLIPR); percent of saturating CRF peptide response; activation, % at 13.2 µM; hit rate 0.46% among 350,000; AID 588473;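 active means activation of at least 50%, plus an integration ratio under a set limit after plate pattern correction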;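 further: plate controls were neutral control wells without compound for no effect and CRF at EC100 for full effect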
CHRM5 antagonist – antagonists of human muscarinic M5 receptor (CHRM5). CHO-hM5 cells, Fluo-8 calcium fluorescence, ACh EC80. P08912. hit rate 0.59% among 360,000. inhibition, % at 3 µM;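 active means inhibition above a per-plate cutoff, the mean of that plate's test compounds plus 3 SD, cut at about 27% in these data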;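 further: 0% = acetylcholine EC80 with DMSO and 100% = DMSO without agonist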
M5 PAM – potentiates acetylcholine response at human M5 receptor | P08912 | CHO-K1 hM5, Fluo-8 calcium, ACh EC20 PAM; 0% = ACh EC20, 100% = ACh EC100 | activation, % at 3 µM | hit rate 0.3% among 360,000;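 active means activation above the run cutoff, the mean activation of all test compounds plus 3 SD, cut at about 18% in these data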
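System – CHO-K1 hM5 cells · Compound – 3 µM, single dose · Incubation – compound preincubation 140 s before EC20 acetylcholine addition · Technique – Fluo-8 calcium fluorescence · Measure – Max/basal fluorescence ratio as % of EC20–EC100 ACh window · Benchmarks – low control EC20 acetylcholine (0%), high control EC100 acetylcholine (100%) · Replication – singlicate, one well per test compound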
CHO-K1 Ca PAM – counter-screen for M1 PAMs: effect in parental CHO-K1 cells. AID 602247. hit rate 0.02% among 360,000. ATP EC20, Fluo-8 calcium fluorescence; 0% at ATP EC20, 100% at ATP max. activation, % at 3 µM;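 active means activation above the run cutoff, the mean activation of all test compounds plus 3 SD, cut at about 40% in these data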;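 further: peak over basal fluorescence ratio in a 140 s read after ATP addition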
CRFBP-R2 block – antagonists of CRF-binding protein/CRF-R2 receptor complex; HEK293 CRF-R2/CRF-BP, CRF-induced calcium fluorescence; inhibition, % at 11.8 µM; hit rate 0.59% among 350,000;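 active means inhibition of the ligand-induced calcium signal above about 50% at the single tested concentration, limit read from the data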
TAAR1 agonist – human TAAR1 agonism. Q96RJ0. CHO RD-HGA16 TAAR1, Fluo-8 calcium fluorescence; vehicle wells 0%, saturating PEA agonist 100%. activation, % at 3 µM. hit rate 0.99% among 360,000. AID 624467;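 active means activation above the mean activation of all test compounds in the run plus 3 SD, cut at about 38% in these data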
Target sequence (Q96RJ0 whole entry, looked up): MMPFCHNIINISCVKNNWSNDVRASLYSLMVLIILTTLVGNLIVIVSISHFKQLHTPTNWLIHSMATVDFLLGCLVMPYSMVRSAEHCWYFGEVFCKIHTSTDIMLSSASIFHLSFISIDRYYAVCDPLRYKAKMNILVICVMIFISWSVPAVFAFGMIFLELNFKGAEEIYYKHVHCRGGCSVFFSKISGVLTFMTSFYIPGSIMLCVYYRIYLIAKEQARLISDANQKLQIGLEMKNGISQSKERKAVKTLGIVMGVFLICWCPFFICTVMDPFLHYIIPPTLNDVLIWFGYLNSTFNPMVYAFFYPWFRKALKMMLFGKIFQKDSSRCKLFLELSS
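Signal – calcium-sensitive Fluo-8 signal, excitation 470-495, emission 515-575 nm · System – RD-HGA16 (CHO) cells co-expressing Gα16 and hTAAR1 · Incubation – 17-24 h seeding, 75 min 37 °C dye, 30 min RT · Compound dosing – 3 µM single concentration · Repeats – no replicates (n 1)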
TAAR1 antag – antagonists of human TAAR1; CHO RD-HGA16 TAAR1, Fluo-8 calcium fluorescence, antagonist; hit rate 1.5% among 360,000; inhibition, % at 3 µM; Q96RJ0;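 active means inhibition above a per-plate cutoff, the mean inhibition of test compounds on that plate plus 3 SD, cut at about 49% in these data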;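 further: 0% = DMSO plus EC80 beta-PEA response and 100% = DMSO alone without agonist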
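Assay system: CHO-derived RD-HGA16 cells stably expressing human TAAR1 plus Gα16. Timing: 140 s kinetic read after compound, 140 s after agonist. Technique: kinetic Fluo-8 calcium fluorescence measurement. Measure: % inhibition of agonist calcium response.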
Numbers without * were called inactive; x = not tested or not shown. The order is random. About 4.2% of those tested had a hit in this group.

SMILES	M5 ag	CHRM4 PAM	CRFBP-R2 agonist	CHRM5 antagonist	M5 PAM	CHO-K1 Ca PAM	CRFBP-R2 block	TAAR1 agonist	TAAR1 antag
O=C(OCc1ccccc1Cl)c1cc([N+](=O)[O-])ccc1N1CCOCC1	-4.5	-2.1	0.3	-4.0	0.5	21.9	-10.1	0.1	-29.0
CCOc1ccc(N(C(C)=O)C2C=CS(=O)(=O)C2)cc1 (stereo not drawn)	2.7	-2.4	-0.5	5.3	-4.7	13.3	12.0	0.8	-17.2
CCCC(=O)Nc1nnc(S(=O)(=O)N(C)Cc2ccco2)s1	-0.1	-5.8	0.8	16.4	-11.1	17.8	-0.5	x	x
Cc1cccc(S(=O)(=O)c2c(N)n(/N=C/c3cccnc3)c3nc4ccccc4nc23)c1	1.4	11.4	-0.8	-9.4	7.4	14.8	-12.5	0.3	-18.3
Cc1ccc(CNC(=O)C(N=C2NS(=O)(=O)c3ccccc32)C(C)C)cc1 (stereo not drawn)	2.0	2.5	-1.2	0.6	-8.5	11.9	-2.8	10.1	-0.6
CCOC(=O)c1c(NCC2CCCO2)c2ccccc2[nH]c1=O (stereo not drawn)	-1.2	1.9	-0.5	0.5	-0.3	17.6	-2.5	14.8	11.9
COc1ccc(NC(=S)N2CCCC(c3nc4ccc(C)cc4[nH]3)C2)cc1 (stereo not drawn)	-6.5	5.1	-1.9	-6.6	-4.6	11.9	8.1	0.3	-6.8
Cc1ccc(CNC(=O)CCc2nnc3ccc(N4CCC5(CC4)OCCO5)nn23)cc1	-1.4	0.2	0.1	-5.3	5.5	15.1	-14.6	4.2	-24.8
COC(=O)C1=C(C)Nc2ncnn2C1c1ccc(C)o1 (stereo not drawn)	-0.2	-4.0	-2.0	5.7	-2.6	11.2	17.5	1.3	-2.4
CCC(=O)N1CCc2cc(S(=O)(=O)N3CCN(c4cc(C)ccc4C)CC3)ccc21	-3.2	6.5	0.9	0.1	8.6	4.1	5.4	x	x
O=C(NC(c1ccccc1)c1ccccc1)c1ccc(CO)cc1	-7.6	-5.0	-0.2	7.9	-3.4	-14.8	-6.2	3.2	-21.6
Cc1cccc(NC(=O)N(C)Cc2cccs2)c1	0.0	-1.3	-1.5	-9.9	0.9	-3.8	-10.1	8.3	9.0
O=C(CSc1ccccn1)Nc1ccc(NC(=O)CSc2ccccn2)cc1	-2.9	1.2	-3.5	5.6	-6.8	8.4	-5.2	3.2	5.1
Cc1cccc(NC(=O)c2ncn3c2C(=O)N(C)CC3)c1	0.4	11.6	0.1	-8.3	8.0	26.1	-14.5	9.4	-20.5
Cc1ccccc1CN1CCNC(=O)C1CC(=O)O (stereo not drawn)	1.0	7.3	5.8	-2.7	-0.5	14.6	-14.4	0.0	13.2
O=C(CCNC(=O)N1CCn2c1nc1ccccc12)NCc1ccc(F)cc1	-3.9	-2.9	0.0	-10.3	2.9	-2.5	6.4	1.1	-4.9
CCOC(=O)c1cc(=O)c2c([N+](=O)[O-])ccc(OC)c2o1	-1.0	-2.3	1.8	2.1	-1.4	5.8	-4.2	0.2	-8.2
COC(=O)C(NC(=O)CNS(=O)(=O)c1ccc(Br)cc1)c1ccccc1 (stereo not drawn)	4.0	-0.6	-1.6	-1.5	4.4	20.7	3.6	5.0	-6.5
COC(=O)c1cnc(N2CCCN(S(=O)(=O)c3ccc(C(F)(F)F)cc3)CC2)nc1C(F)(F)F	1.3	2.7	-0.3	2.4	-3.2	8.0	-12.7	1.7	-3.3
CC(OC(=O)c1cc(=O)[nH]c2ccccc12)C(=O)NC1CCCCC1C (stereo not drawn)	3.7	9.8	-3.5	-8.5	-0.2	-20.6	2.9	0.2	-3.1
COc1ccc(C(=O)NNC(=O)CSc2nnc(-c3ccc(O)cc3)n2C)cc1	1.4	-0.2	-1.3	-6.1	7.1	9.4	2.7	1.5	-2.1
O=c1cc(O)c2sc3nc4c(c(C(F)(F)F)c3c2[nH]1)CCCCC4	-0.9	-16.1	-0.9	4.1	-1.1	-8.6	26.0	0.3	-20.1
CC(=O)NC1c2ccccc2C(=O)N1Cc1ccccc1 (stereo not drawn)	-2.9	3.8	0.2	1.1	2.2	-10.9	-6.6	3.0	-32.8
Nn1c(SCc2ccccc2)nc2ccccc21	-5.0	1.1	-0.1	17.5	-6.5	-4.1	-1.4	-1.7	-13.7
Cc1ccc(C23CC4CC(CC(C(N)=O)(C4)C2)C3)cc1	-0.2	0.9	-0.1	1.6	0.3	13.1	-5.1	4.3	-15.7

By substructure: those above with a halogen
SMILES	M5 ag	CHRM4 PAM	CRFBP-R2 agonist	CHRM5 antagonist	M5 PAM	CHO-K1 Ca PAM	CRFBP-R2 block	TAAR1 agonist	TAAR1 antag
O=C(OCc1ccccc1Cl)c1cc([N+](=O)[O-])ccc1N1CCOCC1	-4.5	-2.1	0.3	-4.0	0.5	21.9	-10.1	0.1	-29.0
O=C(CCNC(=O)N1CCn2c1nc1ccccc12)NCc1ccc(F)cc1	-3.9	-2.9	0.0	-10.3	2.9	-2.5	6.4	1.1	-4.9
COC(=O)C(NC(=O)CNS(=O)(=O)c1ccc(Br)cc1)c1ccccc1 (stereo not drawn)	4.0	-0.6	-1.6	-1.5	4.4	20.7	3.6	5.0	-6.5
COC(=O)c1cnc(N2CCCN(S(=O)(=O)c3ccc(C(F)(F)F)cc3)CC2)nc1C(F)(F)F	1.3	2.7	-0.3	2.4	-3.2	8.0	-12.7	1.7	-3.3
O=c1cc(O)c2sc3nc4c(c(C(F)(F)F)c3c2[nH]1)CCCCC4	-0.9	-16.1	-0.9	4.1	-1.1	-8.6	26.0	0.3	-20.1

The listing continues:
SMILES	M5 ag	CHRM4 PAM	CRFBP-R2 agonist	CHRM5 antagonist	M5 PAM	CHO-K1 Ca PAM	CRFBP-R2 block	TAAR1 agonist	TAAR1 antag
COC(=O)c1c(NC(=O)COC(=O)[C@@H](NS(=O)(=O)c2ccccc2)C(C)C)sc2c1CCC2	-3.6	-4.5	-1.7	4.4	-7.8	18.5	-4.8	-0.8	-13.3
O=S(=O)(c1cccc2ccccc12)N1CCSC1	0.9	-0.6	1.9	-1.4	3.9	11.1	2.3	13.5	-14.3
Cc1noc(C)c1COc1ccc(C(=O)OCC(=O)Nc2ccc(S(N)(=O)=O)cc2)cc1	-2.6	-0.8	0.1	17.9	-2.5	9.8	-2.5	0.2	7.5
CCOc1ccc(S(=O)(=O)NC(C)(C)C)cc1-c1nc2c(C(C)(C)C)nn(C)c2c(=O)[nH]1	2.9	-15.6	-1.0	9.6	-5.9	4.1	-83.3	15.7	39.1
Cc1ccn2c(NC3CCCC3)c(-c3ccsc3)nc2c1	-5.0	-1.9	1.1	4.5	1.0	27.1	-15.0	1.6	-37.5
Cc1nn(C)c(C(=O)Nc2ccc(S(=O)(=O)NC34CC5CC(CC(C5)C3)C4)cc2)c1Br	-7.3	-8.5	3.2	4.7	-18.0	7.8	-12.8	x	x
Cn1c2ccccc2c(=O)c2c(=O)n(Cc3ccco3)c(-c3ccc(F)cc3)nc21	4.8	-2.4	-0.2	2.7	6.9	17.3	2.5	4.1	-7.6
COc1ccccc1NS(=O)(=O)c1cccc(C(=O)N(C)Cc2cccs2)c1	-0.9	-4.8	1.2	-2.5	-8.6	12.1	-24.5	2.5	9.3
Cc1noc(C)c1NC(=O)N(C)C[C@H]1Oc2c(cccc2N(C)C)C(=O)N([C@H](C)CO)C[C@@H]1C	1.0	12.3	-2.7	11.3	-3.8	-0.2	0.1	3.0	1.2
O=C(Cn1cc(COc2c(Br)cc(F)cc2Br)nn1)c1ccc(O)cc1	0.8	-2.0	-4.6	-10.1	2.3	-1.8	1.8	2.0	21.7
O=[N+]([O-])c1ccc2c(c1)c1ccccc1n2CCO	-5.9	7.3	-0.3	1.9	0.2	-6.3	16.8	-0.9	-2.6
COc1ccc(C2(C(=O)Nc3ccc(C(=O)O)cc3)CCOCC2)cc1	-4.3	9.3	-1.5	4.5	-1.9	18.7	10.4	12.0	-6.9
Cc1ccc(N(CC(=O)NCC2CCCO2)C(=O)CCC(=O)Nc2nccs2)cc1C (stereo not drawn)	-1.8	-1.6	-0.2	3.9	-0.2	4.9	7.2	-0.8	-4.2
NCCCn1c(C(=O)c2cc(Cl)c(N)c(Cl)c2)c2ccc([N+](=O)[O-])cc2[n+]1[O-]	2.8	21.4	-1.6	-2.5	6.5	23.2	-6.8	4.7	13.7
CN(C)C(/C=C/Nc1cccc([N+](=O)[O-])c1)=C(C#N)C#N	2.0	-0.7	1.1	4.3	3.5	10.8	5.8	2.0	19.0
COc1cc(/C=N/NC(=O)c2ccc(CN3C(=O)c4cccc5cccc3c45)cc2)cc(OC)c1O	-6.7	-17.1	-0.4	12.4	-10.0	3.3	-4.1	3.9	6.1
CCc1nnc(NC(=O)C2CC(=O)N(C3CCCC3)C2)s1 (stereo not drawn)	-2.8	8.0	-1.2	10.4	-0.4	8.3	-5.0	-1.0	-12.8
CCOc1cc(CN2CCC(n3nccc3NC(=O)C3CC3)CC2)ccc1O	-10.8	-1.6	0.6	3.7	-4.1	-17.7	-17.6	1.9	-10.5
C(=N\n1cnnc1)/c1ccc(-c2ccccc2)cc1	-3.5	3.5	-1.4	-7.7	3.9	17.6	7.3	12.2	-4.8
COc1ccc(NC(=O)CSc2nnc(Cc3cccn3C)n2-c2ccc(F)cc2)cc1OC	2.7	0.4	0.8	3.5	-5.4	14.5	-17.7	-1.1	-9.8
COc1ccc(CC(=O)Nc2cccc(C(=O)NN3C(=O)c4ccccc4C3=O)c2C)cc1	0.6	-1.7	-2.1	11.7	-11.4	-13.4	-6.5	5.1	8.6
O=C(NCC1CCCO1)c1cccnc1Nc1ccccc1F (stereo not drawn)	0.5	-0.7	-2.0	7.8	-3.6	2.0	18.1	1.3	4.0
CCOC(=O)N1CCN(C(=O)CN(c2ccc(OC)c(OC)c2)S(C)(=O)=O)CC1	2.1	3.2	-1.9	3.5	5.2	-1.6	-6.4	4.8	24.2
CN1CCN(CCCCC(=O)c2ccccc2)CC1	-7.4	4.7	0.9	6.0	2.1	20.5	-21.0	4.9	-8.3
C=CCN(c1ccccc1OC)S(=O)(=O)c1cccc(C(=O)NCc2cccs2)c1	-4.2	14.0	1.7	13.2	-8.9	12.0	6.1	2.7	17.3
Cn1c(SCc2ccccn2)nnc1-c1cnccn1	-3.2	10.0	2.3	15.4	-3.7	6.4	-20.4	11.1	-0.7
COC(=O)c1[nH]c2ccc(Cl)cc2c1NC(=O)CN1CCC(C(N)=O)CC1	x	x	0.4	x	x	x	-9.5	-0.5	3.9
O=C(O)c1cccc2c1C(=O)N(c1ccccc1)C2	-3.6	-0.1	0.6	2.5	-1.0	-14.2	-0.8	6.3	-17.2
CCCCN(C(=O)C1=COCCO1)c1c(N)n(CCC)c(=O)[nH]c1=O	2.7	-3.5	-0.5	0.7	4.2	-21.7	5.4	-0.1	4.4
